All columns: NCI-60 one-dose screen, growth in % after 48 h at 10 µM unless noted; 100 = growth as untreated, 0 = no growth, -100 = all killed.
HL-60(TB): HL-60(TB) leukemia cells; 9% of 78,000 active; active = growth percent below 10
* marks the source's active call; other numbers are inactive results; & = joins results of further samples.

SMILES	HL-60(TB)
Cc1ccc(C(SCC(N)C(=O)O)(c2ccc(C)cc2)c2ccc(C)cc2)cc1 (configuration not stated)	-17.0*
N#CC1=C(c2ccccc2)Nc2c(c(-c3ccc(Cl)cc3)nn2-c2ccccc2)C12C(=O)Nc1ccccc12 (configuration not stated)	63.4
NC(=O)N/N=C/c1ccc2c(c1)OCO2	90.6
O=C(NCCNC(=O)Nc1ccc(Cl)cc1)Nc1ccc(Cl)cc1	99.5
COc1cccc(-c2nn(-c3ccccc3)cc2-c2ccnc(NCCN3CCOCC3)c2)c1	33.4
CCOC(=O)C1=C(N)Oc2n[nH]c(C)c2C1c1cc2cc(Br)ccc2nc1Cl (configuration not stated)	100.4
CCCCC(C)(O)c1ccccc1 (configuration not stated)	83.6
O=C(Cc1ccc(NS(=O)(=O)c2ccccc2)cc1)N1CCN(c2ccc(Cl)c(Cl)c2)CC1	90.1
CN(C)CCC(=O)c1ccc2c(c1)CCCC2	121.6
CCOC(=O)/C(Cc1nc(OCc2ccccc2)cc(OCc2ccccc2)n1)=N/O	102.4
COc1ccc(/C(C)=N/N=C2C(=O)N(C)c3ccc(Br)cc32)cc1S(N)(=O)=O	99.0
CCCCN1CC(=O)N(/N=C2\C(=O)Nc3ccccc32)C1=S	85.1
COc1cc(C2=Nc3c/c(=C\c4c(O)[nH]c5ccccc45)ccc3=N2)cc(OC)c1OC	80.3
O=C(O)C(=N\Nc1ccccc1)/C(=N\Nc1ccccc1)C(=O)O	70.1
O=C1NN(C(=O)c2ccc3ccccc3c2)C(c2ccccc2)=N/C1=C/c1ccoc1	60.3
CCN(CC)CC(C)C(O)(c1ccccc1)c1ccccc1 (configuration not stated)	105.8
CC(=O)SCC(Cc1ccccc1)C(=O)NCC(=O)OCc1ccccc1 (configuration not stated)	109.6
CN(Cc1cnc2nc(N)nc(N)c2n1)c1cccc2c1CN(C1CCC(=O)NC1=O)C2=O (configuration not stated)	110.1
Nc1ncnc2c1N=C(c1ccccc1)CC(c1cccc(Nc3ccnc4cc(C(F)(F)F)ccc34)c1)N2 (configuration not stated)	68.9
CC1CCc2c(sc3nc(SCC(=O)c4ccccc4)[nH]c(=O)c23)C1 (configuration not stated)	97.7
C=COCCCCOC=C	93.1
CCOC(=O)c1c(NC(=O)C2CC2)nn(C)c1Nc1ccccc1	96.4
CC1(C)CC[C@]2(C(=O)O)CC[C@]3(C)C(=CC[C@@H]4[C@@]5(C)CC[C@H](OC(=O)c6cccnc6)C(C)(C)[C@@H]5CC[C@]43C)[C@@H]2C1	85.0
CCCCCN(CCCCC)CC(O)c1cc2c(c3ccccc13)CCCC2 (configuration not stated)	58.1&18.6
CC(=O)Nc1ccc(NC(=O)Nc2cccc(-c3nc(-c4ccc(NC(=O)c5cccnc5)cc4Cl)no3)c2)cc1C(F)(F)F	-39.1*
New compounds follow.
SMILES	HL-60(TB)
CC[C@@]12CC(C(=O)OC)=C3Nc4cc(O)ccc4[C@@]34CCN(C[C@H]3O[C@H]31)[C@@H]24	92.2
COCCc1nn[nH]n1	108.3
COc1cc(/C=N/Nc2ccc(Br)cc2)cc(OC)c1OC	33.0
CC(C)[C@@]12C[C@@H](OC(=O)COC(=O)c3ccccc3)[C@@](C)(O1)[C@@H]1CC[C@@H](C)[C@H]1[C@@H]2OC(=O)/C=C/c1ccccc1	94.5
Cc1ccc2c(c1Cl)C(=O)c1ccccc1C2=O	91.5
N/N=C(\CCNc1ccc(S(N)(=O)=O)cc1)c1ccc2ccccc2c1	95.7
CCc1ccc(C2=NN(c3ccc(S(N)(=O)=O)cc3)C(c3ccc(C)cc3)C2)cc1 (configuration not stated)	73.7
O=C(OC1CCCCC1)c1ccc(Cl)cc1	104.2
NS(=O)(=O)c1ccc(CCn2c(SCc3ccc([N+](=O)[O-])cc3)nc3ccccc3c2=O)cc1	84.9
NC(=NCCCOc1ccc(Cl)cc1)Nc1ccc(C(F)(F)F)cc1	94.4
Cc1ccn2c(C(=O)c3ccc(Br)cc3)cc(C(=O)/C=C/c3ccc(N(C)C)cc3)c2c1	116.2
O=C1/C(=C/c2ccccc2)COc2ccc(O)c(O)c21	98.2
N#Cc1c(N)nc2c(nnn2-c2ccc(F)cc2)c1N	99.5
COc1ccc(-c2nc3sc4cc(OC)ccc4n3c2-c2nc3ccc(C(F)(F)F)cc3[nH]2)cc1	85.8
COc1ccc(-c2c(C#N)c(=O)oc3c2c(N)nn3-c2ccccc2)cc1	104.8
COc1cccc(C(=O)NCCCNc2cc(-c3cn(-c4ccccc4)nc3-c3cccc(OC)c3)ccn2)c1	22.7
CCOC(=O)c1cnc2cc(Cl)cc(Cl)c2c1Nc1cccc(NS(C)(=O)=O)c1	105.1
Cc1cc(=O)n2[nH]cnc2n1	103.4&104.9
CC(=O)c1ccc(OCC(=O)O)cc1	71.1
COc1ccc(NC(=O)c2cc(OC)c3c(c2)OCO3)cc1O	83.3
Fc1ccc2ccccc2c1	92.5
c1ccc2c([C@@H]3CCC[C@H](c4c[nH]c5ccccc45)c4c3[nH]c3ccccc43)c[nH]c2c1	91.5
C/C=C(\Br)C(=O)N1CCCCC1	106.4
COc1ccc(/C=C/c2nc(Nc3cccc(C(C)=O)c3)c3ccccc3n2)cc1	90.6
Cc1ccc(Cc2cnc(NC(=O)CN3C(=O)S/C(=C\c4ccc(Cl)cc4Cl)C3=O)s2)cc1	97.9

Part of the list above in order of SMILES length, falling.
SMILES	HL-60(TB)
CC[C@@]12CC(C(=O)OC)=C3Nc4cc(O)ccc4[C@@]34CCN(C[C@H]3O[C@H]31)[C@@H]24	92.2
NC(=NCCCOc1ccc(Cl)cc1)Nc1ccc(C(F)(F)F)cc1	94.4
COc1cc(/C=N/Nc2ccc(Br)cc2)cc(OC)c1OC	33.0

The list goes on:
SMILES	HL-60(TB)
CCC(=O)OCCN(C(=O)CC)c1ccccc1	101.1
COc1ccccc1C(N)=O	101.6
COc1ccc(-c2cc(-c3cccs3)c3c(=O)[nH]c(SCC(=O)Nc4ccc(S(N)(=O)=O)cc4)nc3n2)cc1	102.4
CCCN1C(=O)C(O)(CC(=O)c2cc3ccccc3oc2=O)c2ccccc21 (configuration not stated)	86.8
N[C@H](CC1CC1)C(=O)N[S@@](=O)c1scc(Cl)c1Cl	85.5
COc1ccc2nc(-c3ccc(OC)c(OC)c3)cc(-c3nnc(SCC(=O)Nc4ccc(/C(C)=N\O)cc4)o3)c2c1	65.5
O=C(CN1C(=O)CN(/N=C/c2ccc([N+](=O)[O-])o2)C1=O)c1ccc(Br)cc1	99.0
CC1S/C(=N\NC(=O)Cc2csc3nc(-c4ccc(Br)cc4)cn23)N(c2ccc(Cl)cc2)C1=O (configuration not stated)	100.0
c1ccc(-c2nc(-c3nc4ccccc4s3)[nH]c2-c2ccccc2)cc1	82.3
CC/C(=C(\c1ccccc1)c1ccc(OCCN(C)C)cc1)c1ccccc1	39.6
CCOC(=O)c1cc2ccccc2[nH]1	95.0
COc1ccc2c(c1)c(/C(O)=C1\COC(=O)C1=O)cn2Cc1ccc(F)cc1	85.6
Cn1ccc(=Nc2ccc(NC(=O)c3ccc(N=c4ccn(C)c5ccc([N+](=O)[O-])cc45)cc3)cc2)cc1	76.7
O=c1cc(Cl)[nH]c(=O)[nH]1	91.7
Nc1ncnc2c1ncn2C1CC(O)C(CO)O1 (configuration not stated)	95.3&79.7
CC[N+]1(CC)CC[N+]2(CCCC(C)CC2)CC1 (configuration not stated)	100.5
COc1cc(C)ccc1Oc1nc(Nc2ccc(N3CCOCC3)cc2)ncc1NCc1cc(C(F)(F)F)cc(C(F)(F)F)c1	65.6
COc1cc2c3c(n(C4CCN(C)CC4)c(=O)c2cc1OC)-c1cc2c(cc1C3=O)OCO2	95.0
CCN(CC)CCOC(=O)Nc1cc(C)c(NC(=O)OCCN(CC)CC)c(C)c1	85.5
COc1cc2oc(-c3ccc(NC(=O)c4ccccc4Br)cc3)cc(=O)c2c(OC)c1OC	65.9
O=C(Nc1cccc2ccccc12)ON=C1CCCCC1	106.7
COc1ccc(-c2ccc(SCC(=O)Nc3ccc(C#N)cc3)nn2)cc1	95.8
Oc1ccc(CNNc2ccnc3c(O)cccc23)c2cccnc12	-7.9*
Cc1nc(NC(=O)C(C)(C)C)sc1[N+](=O)[O-]	100.8
CCCCCCc1cc2c(O)c(C(c3ccccc3)c3c(O)c4cc(CCCCCC)c(O)cc4oc3=O)c(=O)oc2cc1O	40.2

Entries above that have a COOH group:
SMILES	HL-60(TB)
Cc1ccc(C(SCC(N)C(=O)O)(c2ccc(C)cc2)c2ccc(C)cc2)cc1 (configuration not stated)	-17.0*
O=C(O)C(=N\Nc1ccccc1)/C(=N\Nc1ccccc1)C(=O)O	70.1
CC1(C)CC[C@]2(C(=O)O)CC[C@]3(C)C(=CC[C@@H]4[C@@]5(C)CC[C@H](OC(=O)c6cccnc6)C(C)(C)[C@@H]5CC[C@]43C)[C@@H]2C1	85.0
CC(=O)c1ccc(OCC(=O)O)cc1	71.1

Other records:
SMILES	HL-60(TB)
O=[N+]([O-])c1ccc(NS(=O)(=O)c2ccccc2)c(Cl)c1	104.1
COc1ccc(C2=NN(C=O)C(c3ccc(Cl)cc3)C2)cc1S(=O)(=O)Nc1cccnc1 (configuration not stated)	96.6
CCOP(=O)(OCC)O[C@H]1CCC(=O)[C@@H]2[C@H]1[C@H]1C[C@@H]3[C@@]4(C)CCCC(C)(C(=O)OC)[C@@H]4CC[C@@]23C=C1C(C)C (some centres not stated)	36.4
COc1ccc(/C(C#N)=C/c2cccnc2)cc1	83.2
Cn1c2c(c3cccc(Cl)c31)C(C#N)C1(CCOCC1)NC2=O (configuration not stated)	87.8
Fc1ccc2c(c1)c(-c1nc(-c3c[nH]c4ncccc34)cs1)cn2CCN1CCCCC1	58.9
CC(=O)[C@H]1CC[C@H]2[C@@H]3CC[C@@H]4C[C@H](OC(=O)CCC(=O)O)CC[C@]4(C)[C@H]3C(=O)C[C@]12C	88.5
NC(=O)c1ccc([N+](=O)[O-])o1	100.3
CC(C)(N)CO[C@H]1C[C@H]2CC[C@@]1(C)C2(C)C	111.0
C#CCOC(=O)[C@]1(C)CCC[C@]2(C)[C@H]3C[C@H]4C(C(C)C)=C[C@]3(CC[C@H]21)[C@@H]1C(=O)CCC(=O)[C@@H]14	64.7
CCCCCCCCCCCCCCCCCCn1cc(COc2ccc(C=O)cc2)nn1	86.7
CCOC(=O)c1c(C)nc2c(c1N)CC(=O)N2c1ccccc1	93.1
CCCCCCCCCCCCCCCC(=O)Nc1cccc2ccccc12	73.0
C#C[C@@]1(O)[C@@H](CO)O[C@@H](n2cc(Cl)c3c(N)ccnc32)[C@@H]1O	-2.4*
Cc1cc(N(C)C)nc(SCc2ccc(Cl)cc2Cl)n1	91.1
CCCCCCOS(=O)(=O)c1ccc(C)cc1	100.1
N#C/C(=C\c1ccc(Br)cc1)n1nnc2ccc(F)cc21	-23.2*
CCOC(=O)c1c(Nc2ccc(S(=O)(=O)N=C(N)N)cc2)nnc(-c2ccccc2)c1-c1ccccc1	86.6
COC1[C@@H]2C[C@H]3C(C)(C)O[C@@](C/C=C(/C)C(=O)O)(C2=O)[C@]32Oc3c(CC=C(C)C)c4c(c(O)c3C(=O)[C@H]12)C=CC(C)(C)O4 (some centres not stated)	-29.8*
Cc1ccc(C(=O)CC(=O)C(F)(F)C(F)(F)C(F)(F)F)s1	100.9
CCC(C(=O)O)=C1CCCCC1	108.6
C#CC(=O)Nc1ccc2c(c1)C(O)(CC#N)C(=O)N2 (configuration not stated)	86.0
Cn1c(SCC(=O)Nc2ccc(S(=O)(=O)Nc3ccc(Cl)nn3)cc2)nc2ccccc2c1=O	101.4
CCCCCOC(=O)c1ccc(NC(=O)CNCCC)cc1	81.4
Oc1c(CNC2CCCCC2)cc(CNC2CCCCC2)cc1CNC1CCCCC1	105.3

Next part; the last three above are carried over.
SMILES	HL-60(TB)
Cn1c(SCC(=O)Nc2ccc(S(=O)(=O)Nc3ccc(Cl)nn3)cc2)nc2ccccc2c1=O	101.4
CCCCCOC(=O)c1ccc(NC(=O)CNCCC)cc1	81.4
Oc1c(CNC2CCCCC2)cc(CNC2CCCCC2)cc1CNC1CCCCC1	105.3
COc1cc(C2CC(c3ccc(Cl)cc3)=NN2C=O)ccc1Oc1nc2c(c(=O)n(C)c(=O)n2C)n1C (configuration not stated)	118.8
CN1CCN(c2nc(Cl)nc3c2ncn3CCCNc2ccnc3cc(Cl)ccc23)CC1	78.3
CCN(CC)CC(O)CN1CC2CCCCC2C1 (configuration not stated)	97.7
C[C@H]1N=C(c2ccc(Br)cc2)Nc2nc3ccccn3c2C1=O	91.1
COc1ccc2nc(NC(=O)c3cc(-c4ccc(Cl)cc4)n4nc(-c5ccccc5)cc4n3)sc2c1	98.1
CC(C)(C)[Si](C)(C)OCC1OC(n2cnc3c(=O)[nH]cnc32)CC1O (configuration not stated)	103.2
CC(=O)OC[C@@]1(C)C2CC[C@]3(C)C(CC=C4C5CC(C)(C)CC[C@]5(C(=O)Nc5ccc(C)cc5)CC[C@]43C)[C@@]2(C)C[C@@H](OC(C)=O)[C@@H]1OC(C)=O (some centres not stated)	31.6
Nc1[nH]cnc(=S)c1N	90.7
N#Cc1ccc(Nc2nc(N)n(C(=O)c3cccc(C(F)(F)F)c3)n2)cc1	102.2
C#CCOc1ccc(C2=NN(CC3CC3)C3N=C(Cl)c4ncn(CC5CC5)c4N23)cc1OCC#C (configuration not stated)	99.1
COc1ccc(-c2cs/c(=N\N=C\c3cccc(F)c3)n2C)cc1	67.6
CCC(O)(C(C)C)C(C)C	105.1
COc1ccc(CNCCN2C(=O)c3ccc4c5c(ccc(c35)C2=O)C(=O)N(CCNCc2ccc(OC)cc2)C4=O)cc1	-63.4*
O=c1c2ccccc2nc(SCc2ccc(Cl)cc2)n1CCc1ccccn1	28.9
Cc1cccc(N(CCO)CCC#N)c1	75.6
COc1cc(C=NC2CCCCC2)ccc1O	105.0
O=C1Nc2ccc([N+](=O)[O-])cc2C1=Nc1ccc(O)cc1	94.7
O=S1(=O)CC(O)C1	99.5
O=C1NC(=O)C(=Cc2cn(Cc3cn(Cc4ccc(Cl)cc4Cl)nn3)c3ccccc23)C(=O)N1	73.8
C=CCSc1nc2ccccc2cc1/C=C1/SC(=O)NC1=S	98.7
Cc1ccc(C(=O)Nc2ccc(CN3CCN(C)CC3)c(C(F)(F)F)c2)cc1C#Cc1cnc(N)c2ccc(C#N)cc12	30.9
COc1ccc(-n2ncc3c2CCc2cc(S(=O)(=O)c4ccccc4)c(=O)[nH]c2-3)cc1	97.3
CC(C)(C)c1[nH]nc2c1C(c1cc3ccccc3[nH]c1=O)Nc1cc(C(=O)OCc3ccccc3)ccc1N2 (configuration not stated)	54.5

A portion of the library (hit frequency here may not be typical).
